N-glyco inh: increase of ERlucT glycosylation luciferase signal, primary screen, N-linked glycosylation inhibitor project, D54 ERlucT cells, luminescence, set 2; reporter increase, % at 12.5 µM; D54 ERlucT glycosylation luciferase reporter, 24 h; percent of 100 nM tunicamycin response; 360,000 tested, 0.23% active;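 active = mean luciferase reporter signal, scaled so untreated is 0 and the glycosylation-blocking control 100, at or above a set limit in every replicate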;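 also: luciferase carries N-glycosylation sites so blocking glycosylation raises the light; 0% = median of neutral control wells and 100% = median of 100 nM tunicamycin wells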
aDG glyco up: activators of alpha-DG glycosylation, primary screen, uHTS, Pro5-aDG cells, AlphaScreen | activation, % at 10 µM | alpha-DG glycosylation AlphaScreen (IIH6); 0% Pro5, 100% B10-LARGE cell signal | 360,000 tested, 0.22% active | AID 624168, 2012;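 active = activation of at least 8% versus controls, or a plate z-score of at least 8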;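 also: Pro5 are CHO cells carrying HIG-tagged alpha-DG that lacks glycosylation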
Vif inh: HIV Vif self-association inhibitors, primary screen, imaging, HEK293T, single point; HEK293T cells, Vif self-association by quenched fluorescence, 24 h; inhibition, % at 7.49 µM; 340,000 tested, 0.35% active; in the data active = inhibition above about 50%, passing the limit was not always enough; also: some results filed as inactive read as strong as hits
PDI turbidity: inhibitors of human PDI, primary screen, biochemical, turbidity, single point, plate reader; PDI insulin aggregation turbidity, A650, 90 min; inhibition, % at 10 µM; 350,000 tested, 0.052% active;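 active = mean inhibition across replicates of 30% or more, whatever share of single replicates reach that level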;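 also: absorbance from insulin aggregation driven by PDI reduction with DTT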
HTR2A ag: mouse Htr2a agonists via beta-arrestin recruitment, primary screen, cell-based, luminescence | CHO-K1 mHTR2A beta-arrestin complementation; percent of 30 µM serotonin response | 360,000 tested, 0.66% active | activation, % at 7.6 µM | AID 624169, 2012;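 active = activation above a run cutoff, the mean activation of all tested compounds plus 3 SD, cut at about 14% in these data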;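 also: 0% = plate median of compound wells and 100% = 30 µM serotonin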
Target sequence (P35363 whole entry, looked up): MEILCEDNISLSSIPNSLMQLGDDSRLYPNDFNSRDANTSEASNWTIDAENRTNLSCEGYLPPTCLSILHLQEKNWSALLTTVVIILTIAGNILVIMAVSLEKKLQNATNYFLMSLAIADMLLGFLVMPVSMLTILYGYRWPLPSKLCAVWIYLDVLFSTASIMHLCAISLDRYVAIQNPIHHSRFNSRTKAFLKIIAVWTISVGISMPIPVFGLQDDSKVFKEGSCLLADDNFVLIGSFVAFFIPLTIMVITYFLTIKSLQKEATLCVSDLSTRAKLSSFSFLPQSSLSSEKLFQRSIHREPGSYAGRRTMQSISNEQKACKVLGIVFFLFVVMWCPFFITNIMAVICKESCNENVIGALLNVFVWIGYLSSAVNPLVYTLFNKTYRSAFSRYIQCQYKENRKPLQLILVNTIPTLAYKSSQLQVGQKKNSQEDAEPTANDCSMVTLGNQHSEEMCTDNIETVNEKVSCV
ABCB6 inh MLPCN: ABCB6 transporter inhibitors, primary screen, K562-ABCB6 cells, flow cytometry, MLPCN library; ATP-binding cassette sub-family B member 6 (Homo sapiens), Q9NP58; K562-ABCB6 porphyrin accumulation, 1 h; active compounds read low; fluorescence ratio to DMSO, % at 10 µM; 360,000 tested, 0.19% active;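 active = fluorescence ratio to DMSO below 75%, the collection mean minus 3 SD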;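 also: signal is porphyrin accumulated inside mitochondria; 100% equals median channel fluorescence of DMSO control wells; lower ratio means ABCB6 inhibition with less porphyrin fluorescence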
MC4R antag cAMP: MC4R antagonists of cAMP signaling, primary screen, cell-based, TR-FRET, antagonist arm of biased-ligand search; MC4R-expressing cells, MTII-stimulated cAMP, LANCE TR-FRET; inhibition, % at 6.5 µM; 360,000 tested, 0.48% active;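 active = inhibition above its plate's cutoff, the mean of tested wells on that plate plus 3 SD, cut at about 29% in these data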;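 also: 0% = Melanotan II alone and 100% = Melanotan II plus saturating MCL0020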
Target sequence (P32245 whole entry, looked up): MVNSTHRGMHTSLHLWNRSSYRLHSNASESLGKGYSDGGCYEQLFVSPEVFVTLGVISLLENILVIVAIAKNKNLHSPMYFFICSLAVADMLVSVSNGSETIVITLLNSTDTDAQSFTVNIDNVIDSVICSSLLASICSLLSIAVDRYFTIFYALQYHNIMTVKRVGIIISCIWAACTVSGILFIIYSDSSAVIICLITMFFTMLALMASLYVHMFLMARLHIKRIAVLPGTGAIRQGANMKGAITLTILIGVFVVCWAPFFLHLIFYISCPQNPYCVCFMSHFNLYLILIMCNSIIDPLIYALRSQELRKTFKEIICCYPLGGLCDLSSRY
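Assay system: human MC4R-expressing U2OS cells; reagent: Melanotan II stimulation of cells; dosing: 6.5 µM single dose; timing: compound 30 min, challenge 1 h, detection 1 h; signal: TR-FRET cAMP assay; replicates: one well per compound, no replicates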
CaV13 FRET inh: Primary screen for inhibitors of IQ motif and Ca2+-dependent inactivation inhibitor domain binding in CACNA1D, Förster resonance energy transfer in living cells, …; HEK cells, CFP/YFP FRET ICDI-IQ, plate reader, 10 min; percent FRET-ratio fall versus neutral wells; inhibition, % at 12.3 µM; 340,000 tested, 0.098% active; AID 743397;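 active = mean replicate inhibition of at least 30% and at least 1% of replicates passing that level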;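 also: 0% = median of the neutral control wells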
MC4R ag barr: MC4R agonists recruiting beta-arrestin, primary screen, cell-based, luminescence, agonist arm of biased-ligand search; Melanocortin receptor 4 (Homo sapiens), P32245; U2OS MC4R beta-arrestin complementation; percent of melanotan II response, DMSO zero; activation, % at 8.9 µM; 360,000 tested, 0.98% active; AID 540308, 2011;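 active = activation above a per-plate cutoff, the mean activation of sample wells on that plate plus 3 SD, cut at about 8% in these data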
Cardio protect: cardioprotection against H2O2-induced cell death, primary screen, uHTS, H9c2 cells, ATPLite luminescence; H9c2 cardiomyocytes, H2O2 injury protection, 2 h; protection from H2O2 cell death, % at 20 µM; 360,000 tested, 0.63% active;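 active = compounds giving at least 50% protection of heart cells from peroxide-induced death in the single-dose screen, raw or plate-pattern-corrected value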;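 also: 0% = DMSO wells with peroxide and 100% = DMSO wells without peroxide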
Numbers without * were called inactive; nt = not tested or not shown. The order is random; about 3.6% have a hit in one of these screens.

SMILES | N-glyco inh | aDG glyco up | Vif inh | PDI turbidity | HTR2A ag | ABCB6 inh MLPCN | MC4R antag cAMP | CaV13 FRET inh | MC4R ag barr | Cardio protect
CC(C)n1nc(C(=O)Nc2cccc(S(=O)(=O)N3CCOCC3)c2)c2ccccc2c1=O | -1 | -0.4 | -5 | 9 | 6 | 96 | -3 | -5 | -1.8 | 22
CCOc1ccc(S(=O)(=O)N(C)c2ccc(OCC(=O)Nc3ccc4[nH]c(=O)[nH]c4c3)cc2)cc1 | 1 | 0.0 | 18 | 1 | 2 | 101 | 2 | nt | -2.2 | -7
O=[N+]([O-])c1ccc2nn(Cc3ccccc3)cc2c1 | -1 | -0.1 | 7 | -1 | -2 | 102 | 20 | -2 | -0.8 | -2
CCCCNc1c(-c2ccc(-c3ccc(C(C)=O)cc3)c(OC)c2)nc2cc(C)ccn12 | -6 | 3.5 | -7 | 5 | 5 | 101 | 19 | -6 | 1.5 | -4
CC(=O)c1ccc(NC(=O)c2cnn3c(C(F)F)cc(C4CC4)nc23)cc1 | -1 | -0.2 | nt | 3 | 0 | 96 | 3 | -5 | -0.2 | 7
CCC(C(=O)NCC1CCCO1)N(Cc1ccc(F)cc1)C(=O)CNS(=O)(=O)c1ccccc1 (centres undefined) | 0 | 0.0 | 19 | 1 | -6 | 101 | 7 | -3 | -1.5 | 2
Cc1ccccc1NS(=O)(=O)c1ccc(OCC(=O)NCC2CCCO2)cc1 (centres undefined) | -4 | 0.1 | -1 | 3 | -7 | 92 | 4 | -5 | -3.7 | 8
Cc1nn(CC(=O)NCCN2CCOCC2)c(=O)c2ccccc12 | 1 | -0.3 | 12 | 1 | -3 | 104 | 9 | -4 | -1.4 | 6
CCCc1nnc(SCC(=O)N2CCOCC2)n1CC1CCCO1 (centres undefined) | 1 | -0.2 | 1 | 2 | 1 | 95 | -7 | 8 | -2.3 | 37
Cn1c(CC(=O)Nc2ccc(Cl)c(Cl)c2)nnc1SCC(=O)Nc1nccs1 | 0 | -0.2 | 21 | -15 | -3 | 96 | -2 | -8 | 0.5 | -2
CN(C(=O)CSc1nc2ccccc2c(=O)n1-c1ccccc1F)C1CCS(=O)(=O)C1 (centres undefined) | 1 | -0.1 | 62* | 5 | 2 | 91 | -5 | -5 | -1.6 | 9
Cc1ccc(-n2ncc(-c3n[nH]c(=S)o3)c2N)cc1C | 5 | 0.5 | 4 | -1 | 4 | 94 | 6 | -5 | -0.2 | 8
O=c1[nH]cc(S(=O)(=O)Nc2ccc3c(c2)OCO3)c(=O)[nH]1 | 2 | -0.1 | 10 | 11 | 9 | 106 | 9 | -5 | -1.9 | -3
CSc1oc(-c2ccco2)nc1S(=O)(=O)c1ccccc1 | -1 | -0.2 | 22 | nt | -3 | 93 | 8 | -6 | -1.1 | 24
Cc1ccc(Sc2ccc(CN3CCCCC3)cc2[N+](=O)[O-])cc1 | -1 | 0.2 | -4 | 9 | -8 | 92 | -2 | -1 | -0.5 | -17
CCc1ccc(Nc2ccc(S(=O)(=O)N3CCOCC3)cc2[N+](=O)[O-])cc1 | -5 | -0.2 | -3 | -1 | -2 | 102 | 7 | -20 | -2.3 | -6
NC(=O)c1cc2ccccc2o/c1=N/NC(=O)c1cccc(Cl)c1 | -3 | -0.2 | -4 | -17 | 3 | 103 | -6 | -20 | -0.5 | 21
OCCC1CN(C/C(Cl)=C/c2ccccc2)CCN1C1CCCC1 (centres undefined) | 1 | -0.2 | -2 | -1 | 2 | 99 | 0 | -6 | 3.2 | 11
COc1ccc(C(=O)NCCNC(=O)c2cnccn2)cc1OC | 1 | -0.1 | 11 | 13 | 2 | 107 | 7 | -3 | 0.0 | 12
COCc1cc(=O)n2[nH]c(-c3ccco3)cc2n1 | 1 | 0.0 | -4 | 8 | 0 | 98 | 8 | -5 | 0.8 | 2
CCc1ccc(C(=O)NNC(=O)CC2OC(=O)c3ccccc32)cc1 (centres undefined) | -1 | -0.2 | 27 | 2 | 1 | 95 | 10 | -6 | -2.3 | 8
Cc1c(C)c(C)c(S(=O)(=O)n2[nH]c(=O)c(CCO)c2C)c(C)c1C | 1 | 0.2 | -7 | 5 | 0 | 103 | 3 | -4 | -1.9 | -1
CCCc1ccc(C(=O)N2CCN(c3ccccc3OCC)CC2)cc1 | -2 | -0.3 | 2 | -1 | 0 | 103 | 5 | -6 | 2.5 | 0
CC(C)CC(=O)Nc1ccc(C(=O)NNC(=O)C(c2ccccc2)c2ccccc2)cc1 | -1 | -0.2 | 5 | -1 | 4 | 100 | 16 | -15 | -0.5 | 7
COC(=O)N/N=C/c1cc(Cl)c(OCc2ccc(F)cc2)c(OC)c1 | -4 | 0.2 | 4 | -3 | 0 | 98 | 4 | -6 | 4.8 | -8
SMILES | N-glyco inh | aDG glyco up | Vif inh | PDI turbidity | HTR2A ag | ABCB6 inh MLPCN | MC4R antag cAMP | CaV13 FRET inh | MC4R ag barr | Cardio protect
CC(CCc1ccccc1)NC(=O)c1ccccc1F (centres undefined) | -1 | 0.0 | -12 | 3 | -3 | 100 | 14 | -21 | 0.8 | -4
COc1cc(CN2C[C@@H](CO)O[C@@H](n3cnc4c(N5CCN(c6ccccc6)CC5)ncnc43)C2)cc(OC)c1OC | -2 | 0.3 | 0 | -2 | -2 | 98 | 4 | -10 | 1.2 | -3
CCOc1cc(/C=C2\C(=O)N(c3nc(-c4ccc(Br)cc4)cs3)N=C2c2ccccc2)ccc1O | -2 | -0.1 | 18 | 9 | -1 | 102 | 5 | nt | -2.3 | -29
O=C(OCn1nnc2ccccc2c1=O)c1cc(-c2ccccc2)nc2ccccc12 | 0 | 0.0 | 3 | -1 | -1 | 100 | 5 | -5 | 1.6 | -7
Cc1noc(C)c1-c1ccc2nc[nH]c(=O)c2c1 | 6 | 0.0 | 6 | -3 | -10 | 106 | -6 | -6 | -1.3 | 5
N#CC(=C1C=C(Br)C(=NO)C=C1Cl)c1ccc(Cl)cc1 | 3 | -0.2 | -7 | -4 | -2 | 103 | -16 | -5 | -3.0 | -10
CC(C)(C)c1cc(C(=O)Nc2cccnc2)cc(C(=O)Nc2cccnc2)c1 | -5 | -0.2 | -2 | 3 | 1 | 94 | 5 | -19 | -1.5 | 20
CCOc1ccc(NN=C(C(=O)OC)C(=O)OC)c([N+](=O)[O-])c1 | 1 | -0.1 | -4 | -2 | -2 | 94 | 11 | -12 | -0.1 | 1
c1ccc2c(Nc3ccc4c(c3)OCCO4)c3c(nc2c1)CCCC3 | 1 | -0.2 | -6 | 5 | -2 | 92 | 13 | -6 | -0.4 | -3
CCOC(=O)c1c(CSc2nc(C)cc(C)c2C#N)n(C)c2cc(Br)c(OC(C)=O)cc12 | -13 | 1.3 | -2 | -1 | -1 | 88 | -3 | -3 | -2.1 | -3
S=C(Nc1ccccc1)N1CCN(Cc2ccccc2)CC1 | 0 | 0.0 | -3 | 5 | 2 | 97 | 15 | -6 | -2.3 | -6
CCOc1ccc(-n2c(C)nc3cc(C(=O)NCCN4CCOCC4)ccc32)cc1 | -1 | 0.0 | -2 | -21 | -4 | 96 | -5 | -9 | -0.3 | 8
Cc1ccccc1NC(=O)C1CCCN1S(=O)(=O)c1cccc2cccnc12 (centres undefined) | 1 | -0.2 | 12 | -10 | 1 | 102 | -4 | nt | -0.8 | 0
CCN(CC(=O)Nc1c(F)cccc1F)C(=O)Cc1csc(-c2ccccc2)n1 | 1 | 0.3 | nt | -22 | -1 | 95 | 8 | -7 | -2.5 | -3
COc1ccc(NC(=O)CCCC(=O)c2ccccc2)cc1OC | 0 | -0.1 | -14 | -9 | -1 | 101 | 5 | -22 | -1.2 | -1
C=CCNC(=S)NNC(=O)c1cc(Cl)ccc1OC | 3 | -0.1 | 4 | -5 | -2 | 98 | 14 | -4 | 1.2 | 5
Cc1cc2oc(C(=O)Nc3c(C)n(C)n(-c4ccccc4)c3=O)c(C)c2cc1C | 3 | 0.0 | -14 | -7 | 1 | 102 | 1 | -1 | 2.3 | -5
CC(C)Sc1ccc([N+](=O)[O-])cc1C(=O)Nc1ccncc1 | 1 | -0.1 | -4 | 0 | 1 | 102 | 19 | -4 | -0.8 | -1
CN(C)CCCNc1oc(-c2ccccc2Cl)nc1S(=O)(=O)c1ccc(F)cc1 | 0 | 1.7 | 4 | -9 | -11 | 97 | 5 | -9 | -3.6 | -2
CN(Cc1nc(Cc2ccccc2F)no1)CC1(N2CCOCC2)CCCCC1 | -1 | 0.1 | 12 | 1 | -3 | 96 | 13 | -5 | 0.8 | -5
Cc1ccnc(NS(=O)(=O)c2ccc(NC(=O)CN3C(=O)CCC3=O)cc2)n1 | 1 | -0.4 | 42 | -2 | 0 | 101 | 7 | 7 | -1.6 | 2
O=C(Nc1ccc(OCC(=O)N2CCC(Cc3ccccc3)CC2)cc1)c1ccco1 | -4 | 0.9 | -6 | 4 | 0 | 100 | -2 | -4 | -0.1 | 1
Cn1nc(C(=O)NCCCN2CCCCC2)c2c1-c1ccccc1S(=O)(=O)C2 | -4 | 0.3 | -6 | 3 | -10 | 100 | -1 | nt | -2.2 | 4
O=C(Nc1nc2ccc(Cl)cc2s1)c1ccco1 | -15 | -0.3 | -9 | -17 | -2 | 93 | -2 | -2 | -0.5 | -11
COc1ccc(S(=O)(=O)N2CCN(CC(=O)Nc3cccc(F)c3)CC2)cc1 | -1 | 0.0 | 6 | -3 | -1 | 97 | 12 | nt | -0.2 | -14
O=C(COc1ccc(Cl)cc1Br)OCC(=O)c1ccc[nH]1 | 3 | -0.3 | 0 | 3 | 0 | 94 | 3 | -3 | -0.9 | 0
CCn1c(CC(=O)Nc2ccccc2F)nnc1SCC(=O)Nc1nncs1 | 1 | 0.0 | -10 | 2 | -7 | 102 | 6 | -2 | -0.7 | -1
Cc1nn2c(NCc3ccccn3)cc(C(C)C)nc2c1-c1ccccc1 | -3 | 1.6 | -19 | -4 | -12 | 102 | 8 | -5 | -1.2 | 13
CCOC(=O)N1CCN(C(=O)COc2ccc(S(=O)(=O)NC(C)C)cc2)CC1 | 2 | -0.1 | -2 | nt | 0 | 105 | 4 | -2 | -0.6 | -14

High-throughput results: PubChem, several laboratories
